PKA-R2B activ – activators of human PKA-R2B complex; P22694+P31323; PKA-R2B holoenzyme dissociation, Cy5-IP20 fluorescence polarization; R2B truncated from residue 108, S112A mutant; 0% DMSO only, 100% 113 µM cGMP; activation, % at 11.4 µM; hit rate 0.079% among 340,000; AID 504700;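 active = activation above a cutoff set at the mean over all compounds plus 3 SD, cut at about 18% in these data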;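 also: higher means more holoenzyme dissociation and a rise in polarization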
Target sequence (P31323 whole entry, looked up, other chains not shown, the tested form may be a part): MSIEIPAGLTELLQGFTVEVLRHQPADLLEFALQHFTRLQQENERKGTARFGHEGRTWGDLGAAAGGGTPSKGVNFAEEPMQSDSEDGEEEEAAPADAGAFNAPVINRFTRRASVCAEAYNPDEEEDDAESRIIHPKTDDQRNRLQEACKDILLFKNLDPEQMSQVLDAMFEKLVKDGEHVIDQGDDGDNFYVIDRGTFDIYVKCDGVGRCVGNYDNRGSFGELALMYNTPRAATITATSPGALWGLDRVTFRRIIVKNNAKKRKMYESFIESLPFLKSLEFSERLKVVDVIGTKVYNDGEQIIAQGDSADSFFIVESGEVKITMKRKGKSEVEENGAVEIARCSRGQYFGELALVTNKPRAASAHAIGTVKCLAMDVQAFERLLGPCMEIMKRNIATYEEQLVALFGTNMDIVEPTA
DAGLB inhibitor – blocks human DAGLB lipase activity; Q8NCG7; HEK293T DAGLB membrane lysate, EnzChek fluorogenic substrate; inhibition, % at 5.17 µM; hit rate 0.059% among 340,000; AID 504411; in the data active = inhibition above about 34%;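 also: 0% = enzyme with vehicle and 100% = wells lacking enzyme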
* hit, by the source's call. A portion of the library, so the mix of outcomes need not match the whole.

1	C[C@@H]1CN([C@@H](C)CO)C(=O)CCCn2nncc2CO[C@H]1CN(C)Cc1ccccc1C(F)(F)F
2	COc1ccc(-c2ccc(CCC(=O)O)n2-c2cc(OC)ccc2OC)cc1
3	N#Cc1ccc(CN(Nc2ccccc2)c2ccccc2)cc1
4	COc1ccc2oc(=O)cc(CN3CCN(Cc4ccccc4)CC3)c2c1
5	CC(=O)c1c(C)[nH]c(C(=O)OCC(=O)N2CCN(c3ccccc3)CC2)c1C
6	CC(Sc1nc(N)cc(=O)[nH]1)C(=O)Nc1ccc(N2CCOCC2)cc1 (centres undefined)
assay / compound	1	2	3	4	5	6
PKA-R2B activ	3	0	2	-1	-7	4
DAGLB inhibitor	2	1	-8	0	-5	0

7	Cc1nn(CC(=O)NC2CC2)c(C)c1S(=O)(=O)N(C)C
8	COc1ccc(CC(=O)OCC(=O)Nc2ccc3[nH]c(=O)[nH]c3c2)cc1OC
9	Cc1ccccc1NC(=O)CNC(=O)N1CC(=O)Nc2ccccc21
10	C[C@@H]1CCCCO[C@@H](CN(C)S(=O)(=O)c2ccc(F)cc2)[C@@H](C)CN([C@H](C)CO)C(=O)c2cc(NC(=O)c3ccccc3)ccc2O1
11	CCN1C(=O)C(C)C=C(C)C=C1C (centres undefined)
12	COC(=O)c1cc(S(=O)(=O)NCC(C)c2ccccc2)c[nH]1 (centres undefined)
assay / compound	7	8	9	10	11	12
PKA-R2B activ	1	-4	3	-2	-18	1
DAGLB inhibitor	0	1	-1	0	-6	3

13	C[C@H]1CCCCO[C@@H](CN(C)S(=O)(=O)c2ccc(F)cc2)[C@@H](C)CN([C@@H](C)CO)C(=O)c2cc(NC(=O)Nc3ccc4c(c3)OCO4)ccc2O1
14	C[C@@H]1CN([C@H](C)CO)C(=O)CCCn2nncc2CO[C@H]1CN(C)S(=O)(=O)c1ccc(C#N)cc1
15	COc1ccc(C=NCCc2ccc(OC)c(OC)c2)cc1OC
16	CS(=O)CC(O)(c1ccc(F)cc1)C1CC1 (centres undefined)
17	Cc1ccc(-c2ccc(CN3C(CC(C)C)C(=O)N(Cc4cn(CC5CCCCC5)nn4)CCS3(=O)=O)cc2)cc1 (centres undefined)
18	O=C(COC(=O)Cn1cnc2ccccc21)Nc1ccc(Br)cc1
assay / compound	13	14	15	16	17	18
PKA-R2B activ	-4	9	-2	-5	-13	0
DAGLB inhibitor	0	3	1	1	1	-1

19	Cc1noc(C)c1S(=O)(=O)N(C)C[C@H]1OCc2cn(nn2)CCCC(=O)N([C@H](C)CO)C[C@@H]1C
20	COc1ccc(CN2C(=O)C(CC(=O)NCc3cccc4ccccc34)CC(C(=O)N3CCOCC3)=C2C)cc1 (centres undefined)
21	CC(C)(C)OC(=O)N1CCc2onc(-c3ccc(N)cc3)c2C1=O
22	C[C@H](CO)N1C[C@H](C)[C@@H](CN(C)S(=O)(=O)c2ccc(C#N)cc2)OCc2cnnn2CCCC1=O
23	C[C@@H]1CN([C@H](C)CO)C(=O)c2cc(Br)cnc2O[C@@H]1CN(C)Cc1ccc(-c2ccccc2)cc1
24	CCOc1ccc(/C=N/NC(=O)c2ccc3nc[nH]c3c2)cc1OC
assay / compound	19	20	21	22	23	24
PKA-R2B activ	1	3	6	3	-1	-4
DAGLB inhibitor	-3	-1	-1	-1	-2	0

25	O[C@H]1CN(Cc2cccs2)[C@@H](c2ccccc2)C[C@@H]1n1cc(-c2ccc(F)cc2)nn1
26	COc1ccc(NC(=O)N(C)C[C@H]2OCCCC[C@@H](C)Oc3ccc(NC(=O)c4ccccc4)cc3C(=O)N([C@H](C)CO)C[C@@H]2C)cc1
27	O=C(c1ccco1)N1N=C(c2ccccc2O)CC1c1cccs1 (centres undefined)
28	CCOC(=O)c1cc(OCC)c2c(ccc3cc(OC)ccc32)n1
29	CCCCN(C(=O)CCOc1ccc(OCC)cc1)c1c(N)n(Cc2ccccc2)c(=O)[nH]c1=O
30	CN1OC[C@@H]2CN(S(=O)(=O)c3cccc(C(F)(F)F)c3)[C@H](c3ccc(-c4cc5ccccc5o4)cc3)C[C@@H]21
assay / compound	25	26	27	28	29	30
PKA-R2B activ	-10	6	-3	-12	-2	-4
DAGLB inhibitor	-1	-1	0	-7	5	-4

31	Cc1ccc2nc(N)nnc2c1
32	C[C@@H]1CN([C@@H](C)CO)S(=O)(=O)c2ccc(Br)cc2O[C@H]1CN(C)Cc1ccccn1
33	O=S1(=O)CCN(C2CCCCCCC2)CC1
34	CCCCN1C[C@H](Cc2ccccc2)[C@@H](CC(=O)Nc2ccc(OC)cc2)C1=O
35	COCCCN1C(=O)C(CC(=O)NC(c2ccccc2)c2ccccc2)CC(C(=O)N2CCOCC2)=C1C (centres undefined)
36	Cc1cn([C@H]2C[C@H](O)[C@@H](CNC(=O)[C@H](N)Cc3cccnc3)O2)c(=O)[nH]c1=O
assay / compound	31	32	33	34	35	36
PKA-R2B activ	-4	1	-6	-13	-14	3
DAGLB inhibitor	-1	-1	-2	-2	1	1

Arranged by length of the SMILES (smallest number first): part of the list above.
5	CC(=O)c1c(C)[nH]c(C(=O)OCC(=O)N2CCN(c3ccccc3)CC2)c1C
19	Cc1noc(C)c1S(=O)(=O)N(C)C[C@H]1OCc2cn(nn2)CCCC(=O)N([C@H](C)CO)C[C@@H]1C
30	CN1OC[C@@H]2CN(S(=O)(=O)c3cccc(C(F)(F)F)c3)[C@H](c3ccc(-c4cc5ccccc5o4)cc3)C[C@@H]21
assay / compound	5	19	30
PKA-R2B activ	-7	1	-4
DAGLB inhibitor	-5	-3	-4

(listing goes on)
37	COc1cc(NC(=O)C2=C(C)OCCS2)c(Cl)cc1C(=O)NCCCN1CCCC(C)C1 (centres undefined)
38	Cc1ccc(S(=O)(=O)N2CC3(O)CN(C(=O)OC(C)C)N(C(=O)OC(C)C)CC3(OC(=O)NCC3CCCCC3)C2)cc1 (centres undefined)
39	CCN(CC(=O)Nc1cc(Cl)ccc1C)CC(=O)NC1CC1
40	CCCC(=O)Nc1ccc(S(=O)(=O)N2CCc3ccccc32)cc1
41	Cc1nnc(NC(=O)CCC2CCCCC2)s1
42	CCC(=NNS(=O)(=O)c1ccc(C)cc1)c1ccc(OC)c(C)c1
assay / compound	37	38	39	40	41	42
PKA-R2B activ	-7	0	2	-2	1	-4
DAGLB inhibitor	0	-1	3	-1	3	2

43	CN1C(=O)[C@H]2[C@@H](c3ccccc3)N[C@]3(CCCN(Cc4ccc(F)cc4)C3=O)[C@H]2C1=O
44	O=C(O)c1ccc(NC(=O)C2CCN(S(=O)(=O)c3ccc4c(c3)OCCO4)CC2)cc1
45	CC(C)=C(c1ccc(Cl)cc1)c1c(N)ncnc1N
46	C[C@@H]1CCCCO[C@@H](CN(C)Cc2ccccc2)[C@@H](C)CN([C@H](C)CO)C(=O)c2cc(NC(=O)Nc3cccc4ccccc34)ccc2O1
47	COc1ccc(CN(C)C(=O)c2ccc(OCC(=O)Nc3cccc(C(F)(F)F)c3)c(OC)c2)cc1
48	Cc1ccc(S(=O)(=O)N(C)C[C@H]2Oc3cc(C#Cc4ccccc4)ccc3S(=O)(=O)N([C@H](C)CO)C[C@@H]2C)cc1
assay / compound	43	44	45	46	47	48
PKA-R2B activ	-4	5	5	-6	1	-7
DAGLB inhibitor	-1	-1	-5	-2	-3	-8

49	Cc1ccc([C@H]2C[C@H](n3cc(C4CC4)nn3)[C@@H](O)CN2CC2CCCCC2)cc1
50	CC(=O)CSc1nc2nccnc2[nH]1
51	COc1ccc(S(=O)(=O)N(C)C[C@H]2Oc3ncc(C#CC4(O)CCCC4)cc3C(=O)N([C@@H](C)CO)C[C@@H]2C)cc1
52	COc1ccccc1C(=O)NNC(=O)c1ccc2ccccc2c1O
53	CCCCCCN1C[C@@H](n2cc(-c3ccc(F)cc3)nn2)[C@H](O)C[C@@H]1c1ccc(OC)cc1
54	Cc1cccc(-c2n[nH]nc2C2=CC(=O)CC(C)(C)C2)c1
assay / compound	49	50	51	52	53	54
PKA-R2B activ	-4	-1	8	-2	-1	-11
DAGLB inhibitor	-3	2	-2	6	-8	-2

14 entries from above in a different format:
Screens in order: PKA-R2B activ | DAGLB inhibitor
3	N#Cc1ccc(CN(Nc2ccccc2)c2ccccc2)cc1
 : 2 | -8
4	COc1ccc2oc(=O)cc(CN3CCN(Cc4ccccc4)CC3)c2c1
 : -1 | 0
5	CC(=O)c1c(C)[nH]c(C(=O)OCC(=O)N2CCN(c3ccccc3)CC2)c1C
 : -7 | -5
6	CC(Sc1nc(N)cc(=O)[nH]1)C(=O)Nc1ccc(N2CCOCC2)cc1 (centres undefined)
 : 4 | 0
7	Cc1nn(CC(=O)NC2CC2)c(C)c1S(=O)(=O)N(C)C
 : 1 | 0
8	COc1ccc(CC(=O)OCC(=O)Nc2ccc3[nH]c(=O)[nH]c3c2)cc1OC
 : -4 | 1
9	Cc1ccccc1NC(=O)CNC(=O)N1CC(=O)Nc2ccccc21
 : 3 | -1
10	C[C@@H]1CCCCO[C@@H](CN(C)S(=O)(=O)c2ccc(F)cc2)[C@@H](C)CN([C@H](C)CO)C(=O)c2cc(NC(=O)c3ccccc3)ccc2O1
 : -2 | 0
11	CCN1C(=O)C(C)C=C(C)C=C1C (centres undefined)
 : -18 | -6
12	COC(=O)c1cc(S(=O)(=O)NCC(C)c2ccccc2)c[nH]1 (centres undefined)
 : 1 | 3
13	C[C@H]1CCCCO[C@@H](CN(C)S(=O)(=O)c2ccc(F)cc2)[C@@H](C)CN([C@@H](C)CO)C(=O)c2cc(NC(=O)Nc3ccc4c(c3)OCO4)ccc2O1
 : -4 | 0
14	C[C@@H]1CN([C@H](C)CO)C(=O)CCCn2nncc2CO[C@H]1CN(C)S(=O)(=O)c1ccc(C#N)cc1
 : 9 | 3
15	COc1ccc(C=NCCc2ccc(OC)c(OC)c2)cc1OC
 : -2 | 1
16	CS(=O)CC(O)(c1ccc(F)cc1)C1CC1 (centres undefined)
 : -5 | 1

(further entries)
55	COC(=O)C1=C(C)NC(=O)NC1c1ccc(OC)c(OC)c1 (centres undefined)
56	C[C@@H]1CN([C@H](C)CO)C(=O)c2c(c3ccccc3n2C)-c2ccccc2CO[C@@H]1CN(C)S(=O)(=O)c1cccs1
57	COc1ccc(NC(=O)C[C@H]2C(=O)N(Cc3cccnc3)C[C@@H]2Cc2ccccc2)cc1
58	C[C@@H]1CCCCO[C@@H](CN(C)S(=O)(=O)c2ccccc2)[C@@H](C)CN([C@H](C)CO)C(=O)c2cc(N(C)C)ccc2O1
assay / compound	55	56	57	58
PKA-R2B activ	2	5	3	2
DAGLB inhibitor	-3	-3	-3	2
